MgcRacGAP inhibition = MgcRacGAP GTPase-activating activity inhibitors, confirmation, biochemical, ADP Hunter fluorescence. inhibition, % at 30 µM, or IC50 in µM where a hit was titrated. hit rate 0.6% among 340,000. MgcRacGAP-stimulated Rac1 GTP hydrolysis, ADP Hunter fluorescence; higher % means a stronger effect; GST-tagged Rac1 F28L mutant substrate;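 active = first-screen hits whose inhibition reached a set limit at any dose in the follow-up dose series; inconclusive = inhibition above the set first-screen limit but never retested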;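 also: fluorescence reports GDP produced by GAP-driven GTP hydrolysis; strong numbers were not always called active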
AID2073 = inhibitors of Mint1-CaV2.2 protein interaction, biochemical, HTRF (AID 2073) | HTRF protein-protein interaction, Mint1-CaV2.2; higher % means a stronger effect | one-dose inhibition, % at 20 µM; IC50 in µM for titrated hits | hit rate 0.19% among 290,000; in the data active = inhibition mostly above about 51%, no sharp cut-off; inconclusive = no clear call, values can overlap the other calls; inactive = mostly below about 53%; also: some results filed as inactive read as strong as hits
SV40 large T antigen = SV40 large T antigen inhibitors, biochemical (AID 1903). SV40 large T antigen ATPase/helicase inhibition assay; higher % means a stronger effect. inhibition, % at 20 µM, or IC50 in µM where a hit was titrated. hit rate 0.39% among 310,000; in the data active = a potency from the dose series; inconclusive = inhibition mostly from about 32% at the one dose, without a potency; inactive = the rest, 99 in 100 with inhibition below about 32%; also: strong numbers were not always called active
LYP inhibition = PTPN22 lymphoid phosphatase activity blockers – biochemical, fluorescence intensity, uHTS (AID 1779) | recombinant LYP phosphatase, fluorescence intensity; higher % means a stronger effect | hit rate 0.054% among 290,000 | inhibition, % at 11.5 µM; hits with a dose series show IC50 in µM; in the data active = inhibition above about 50%;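 also: plate controls were vehicle with enzyme for no effect and no enzyme for full effect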
Siah-1 displacement = Siah-1 peptide-binding antagonists, primary screen, biochemical, fluorescence polarization, rhodamine-plectin, uHTS (AID 1817) | hit rate 0.02% among 290,000 | Siah-1 / rhodamine-plectin peptide fluorescence polarization; higher % means a stronger effect | displacement, % at 20 µM; hits with a dose series show IC50 in µM;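 active = displacement of at least 50% at 20 µM, with a fluorescence ratio check between 0.3 and a set limit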;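 also: plate controls were Siah plus tracer with DMSO for no effect and tracer alone without Siah for full effect; strong numbers were not always called active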
XIAP displacement = small molecules displacing peptide from XIAP – biochemical, IAP family, fluorescence polarization (AID 1018); XIAP BIR domain, fluorescence polarization peptide displacement; higher % means a stronger effect; displacement, % at 20 µM; hits with a dose series show IC50 in µM; hit rate 0.007% among 200,000; in the data active = displacement above about 50%; also: a part of the inactive calls stands beside numbers as strong as those of hits
HIV peptide binding = inhibitors of HIV fusion peptide binding, primary screen, biochemical, uHTS, fluorescence dequenching (AID 1986); inhibition, % at 20 µM; hits with a dose series show IC50 in µM; cell-free peptide binding, fluorescence dequenching, 30 min; higher % means a stronger effect; hit rate 0.3% among 290,000; in the data active = inhibition mostly above about 52%, no sharp cut-off; inactive = mostly below about 76%; also: some results filed as inactive read as strong as hits
RSV CPE inhibition = inhibition of RSV-induced cytopathic effect – HEp-2 cells, primary 10 µM value included (AID 2391) | CPE inhibition, % at 10 µM; hits with a dose series show IC50 in µM | HEp-2 cells, RSV-induced CPE inhibition; higher % means a stronger effect | hit rate 0.13% among 310,000; in the data active = a potency from the dose series; inconclusive = CPE inhibition mostly from about 23% at the one dose, without a potency; inactive = the rest, 99 in 100 with CPE inhibition below about 21%; also: strong numbers were not always called active
NS5 inhibitors = flavivirus cap methylation enzyme inhibition – biochemical, confirmation dose response, primary screen (AID 588689); Dengue-2 NS5 methyltransferase capping enzyme assay, biochemical; higher % means a stronger effect; inhibition, % at 25 µM, or IC50 in µM where a hit was titrated; hit rate 0.3% among 340,000; in the data active = a potency from the dose series; inconclusive = inhibition above about 29% without an active follow-up result
NS5 inhibitors pilot replicate = recorded beside NS5 inhibitors, whose call it bears; inhibition, %; measured here: pilot screen replicate inhibition
Numbers without * were called inactive; ? = inconclusive; . = not tested or not shown.

SMILES	MgcRacGAP inhibition	AID2073	SV40 large T antigen	LYP inhibition	Siah-1 displacement	XIAP displacement	HIV peptide binding	RSV CPE inhibition	NS5 inhibitors	others
O=C(CSCc1c(Cl)cccc1Cl)Nc1ccc2c(c1)OCO2	9%	3%	15%	2%	0%	-2.9%	1.9%	1.6%	1%
COc1cc(NC(=O)NCCN2CCN(c3ccccc3)CC2)cc(OC)c1OC	-4%	-4%	4%	-6%	2%	.	-0.3%	1.5%	-3%
COc1ccc(NC(=O)c2cc(S(=O)(=O)Nc3ccc(OC)cc3)cs2)cc1	13%	3%	9%	-6%	-2%	.	-2.3%	-0.9%	-11%
COc1cc(-c2noc(C3CCCN(S(=O)(=O)c4cccc(Cl)c4)C3)n2)cc(OC)c1OC (stereo not drawn)	7%	0%	12%	-8%	-3%	-0.9%	49%	5.8%	-1%
CN(CC(=O)Nc1cccc(F)c1)C(=O)CCNC(=O)c1ccc(Br)cc1	7%	0%	5%	-9%	4%	.	-2.3%	0.8%	-12%
O=c1cc(-c2ccco2)nc(-c2cccs2)o1	11%	4%	-2%	-6%	0%	-7.4%	16%	3.0%	3%
S=c1nc(NCc2cccc(Cl)c2)c2ccccc2[nH]1	8%	-15%	2%	-5%	4%	.	0.8%	0.1%	-6%
Cn1c(CO)cnc1SCC(=O)c1ccc(Br)cc1	5%	10%	10%	-2%	-1%	-2.5%	0.5%	0.5%	2%
COc1ccc(N2C(=O)CSC23CCC(C(C)(C)C)CC3)cc1 (stereo not drawn)	0%	1%	5%	10%	0%	-0.4%	-2.0%	-1.6%	-4%
COc1ccc(NC(=O)CNC(=O)c2nn(-c3ccc(OC)c(OC)c3)c(=O)c3ccccc23)c(OC)c1	3%	12%	9%	-7%	-1%	.	-0.1%	3.9%	1%
OC(CC1CC12c1ccccc1-c1ncccc12)(c1ccccc1)c1ccccc1 (stereo not drawn)	2%	4%	4%	5%	0%	-3.3%	-1.5%	0.2%	-5%
O=C(O)/C=C/c1cn(-c2ccccc2)nc1-c1cc2ccccc2o1	-7%	49%	26%	3%	5%	.	26%	17%	3%
O=C(COc1ccc(F)cc1)NN1C(=O)CSC1=S	12%	-6%	8%	-4%	4%	-4.7%	13%	0.0%	-86%
CCc1ccc(NC(=O)Cn2nnc(C(=O)NCc3ccco3)c2N)cc1	10%	8%	20%	-2%	0%	.	0.1%	1.4%	-10%
COc1ccc(C2(CNC(=O)c3ccc(OC)c([N+](=O)[O-])c3)CCOCC2)cc1OC	-2%	0%	22%	-9%	2%	-5.7%	-0.8%	4.2%	-7%	NS5 inhibitors pilot replicate=4.7
COc1ccccc1N1CCN(C(=O)c2cccs2)CC1	5%	9%	11%	-8%	14%	.	-0.7%	1.8%	3%
C=CCc1ccc(OCC(O)CN2CCN(Cc3ccc(Cl)cc3)CC2)c(OC)c1 (stereo not drawn)	1%	-9%	5%	0%	-6%	-1.5%	0.5%	8.7%	-2%
COc1ccc(CN2C(=O)/C(=C/c3ccc(-c4ccc(Cl)c(C(=O)O)c4)o3)SC2=S)cc1	.	30%	8%	12%	14%	-2.5%	139%	.	.
Cc1ccc(NC(=O)c2ccc3ccccc3n2)cc1S(=O)(=O)N(C)C	8%	17%	1%	2%	6%	-5.5%	-1.5%	2.5%	-5%
COc1ccc(C=O)cc1Cn1c(C)cc(C)c(C#N)c1=O	5%	10%	18%	-8%	18%	-7.3%	4.0%	0.0%	-5%
COc1ccc(C(=O)c2ccc(Br)cc2)c2ccccc12	1%	.	13%	.	.	.	.	2.8%	-10%
CC(C)CC(=O)Nc1ccc(-c2nnn(CC(=O)NCc3ccco3)n2)cc1	4%	17%	22%	-9%	9%	-4.6%	0.7%	1.6%	-10%
CCOC(=O)C1CCCN(CCSc2ccc(C)cc2)C1 (stereo not drawn)	8%	11%	6%	-8%	-2%	.	-1.0%	-0.2%	-8%
CCOc1ccc(N=C2NC(=O)S/C2=C\c2ccc(O)cc2)cc1	16%	53%	12%	3%	-2%	-3.2%	1.6%	4.8%	-7%
COc1ccc(/C=N/NC(=O)c2nnn(-c3nonc3N)c2CN(C)C2CCCCC2)cc1	-31%	10%	-7%	0%	-1%	.	0.7%	0.1%	83%
SMILES	MgcRacGAP inhibition	AID2073	SV40 large T antigen	LYP inhibition	Siah-1 displacement	XIAP displacement	HIV peptide binding	RSV CPE inhibition	NS5 inhibitors	others
CCOc1ccc(C(F)(F)F)cc1NC(=O)c1ccc(OC)c([N+](=O)[O-])c1	-2%	45%	6%	-5%	7%	-1.9%	-0.5%	0.4%	-3%
COc1cc(/C=C2\SC(=N)N(c3ccc4c(c3)OCO4)C2=O)cc(OC)c1O	6%	-8%	3%	-3%	4%	-3.5%	0.2%	2.7%	-47%
O=S(=O)(Nc1ccc(-c2nc3cccnc3s2)cc1)c1ccccc1F	0%	27%	14%	7%	-3%	.	-2.0%	1.0%	-8%
COc1ccccc1CNC(=O)CCCn1c(=O)c2ccccc2n(CC(=O)NC2CCCC2)c1=O	4%	-5%	1%	-11%	0%	-3.7%	0.6%	0.5%	.
Cc1ccc(C2NC(c3ccc(C)cc3)C(C)C(=O)C2C)cc1 (stereo not drawn)	4%	5%	10%	-4%	-4%	.	-1.1%	1.2%	-4%
Cc1cccc2sc(NC(=O)[C@H](C)N3C(=O)C4CC=CCC4C3=O)nc12 (stereo partly drawn)	12%	-13%	8%	-6%	6%	.	0.0%	2.6%	-9%
Cc1[nH]c(=O)c(Cc2ccccc2)c(O)c1C#N	10%	.	-1%	.	.	.	.	0.3%	-1%
CC(=O)Nc1ccc(NC(=O)C2CCCN2C(=O)NC2CCCCC2)cc1 (stereo not drawn)	5%	-4%	6%	-7%	-2%	.	1.1%	1.1%	2%
C=CCNCC(O)COc1ccc(C(C)=O)cc1OC (stereo not drawn)	131µM*	-16%	-6%	-5%	5%	.	0.4%	-1.1%	0%
COc1ccc(N2C(=O)C3NN=C(C(=O)OCc4ccccc4)C3C2=O)cc1 (stereo not drawn)	2%	32%	.	-2%	3%	-4.6%	-1.5%	0.9%	1%
CC(=O)/C(=N\Nc1ccc(Cl)cc1Cl)Sc1nnc(-c2ccccc2)n1-c1ccccc1	4%	-17%	26%	0%	4%	-8.4%	-3.0%	2.2%	3%
CCOc1ccccc1CN1CCCC(C(=O)c2ccc(OC)c(OC)c2)C1 (stereo not drawn)	7%	-1%	6%	-4%	0%	.	2.1%	0.0%	1%
O=C(C1CCCN(Cc2ccccc2)C1)N1CCc2ccccc2C1 (stereo not drawn)	27%	5%	6%	-8%	4%	-7.0%	1.2%	-1.1%	-4%
C=CCn1c(SCC(=O)Nc2cccc3ccccc23)nnc1-c1cnccn1	-2%	3%	15%	-5%	0%	-3.6%	-0.9%	0.1%	0%
Cc1ccc(C(=O)NC(=S)N2CCN(c3cc(C)ccc3C)CC2)cc1	9%	-7%	1%	0%	4%	.	-1.4%	0.3%	-5%
Cc1ccc(-c2[nH]ncc2C(=O)c2cccc(F)c2)c(O)c1	.	-8%	5%	-4%	-1%	.	-2.8%	13%	-9%
COc1ccc(CCNC(=O)c2cc(-c3ccco3)on2)cc1OC	6%	-1%	17%	-5%	-4%	-3.1%	3.8%	-2.8%	-2%
Cc1noc(C)c1CSc1ccccc1C(=O)N(C)CC(=O)Nc1cccc(F)c1	10%	.	10%	.	.	.	.	0.3%	-7%
CC(C)(C)NC(=O)CSc1nncn1NCc1cccc2ccccc12	3%	-9%	23%	-12%	4%	-1.2%	1.0%	2.7%	-3%
O=S(=O)(c1ccc(F)cc1)N1CCN(C(=S)NC2CCCC2)CC1	1%	-18%	7%	-8%	0%	-6.0%	-2.1%	0.7%	-6%
C(#CC12CC3CC(CC(C3)C1)C2)CN1CCOCC1	8%	-8%	14%	0%	8%	0.9%	3.1%	-1.3%	-14%
Cc1ccc(Cl)cc1N1CCN(S(=O)(=O)c2ccc3c(c2)CC(=O)N3C)CC1	-1%	10%	8%	-5%	1%	.	-0.3%	1.6%	-6%
CCOc1ccc(C(=O)C2CCN(CC(=O)Nc3nccs3)CC2)cc1	9%	24%	2%	-3%	-1%	.	0.6%	?	2%
COc1ccc(NS(=O)(=O)c2cc3c4c(c2)CCN4C(=O)CC3)cc1OC	7%	.	17%	.	.	.	.	1.1%	1%
FC(F)(F)c1ccccc1NC(=S)N1CCCCCC1	3%	0%	9%	-8%	-1%	.	-0.6%	0.1%	-4%

Molecules listed so far containing four or more nitrogen atoms (10):
SMILES	MgcRacGAP inhibition	AID2073	SV40 large T antigen	LYP inhibition	Siah-1 displacement	XIAP displacement	HIV peptide binding	RSV CPE inhibition	NS5 inhibitors	others
COc1cc(NC(=O)NCCN2CCN(c3ccccc3)CC2)cc(OC)c1OC	-4%	-4%	4%	-6%	2%	.	-0.3%	1.5%	-3%
COc1ccc(NC(=O)CNC(=O)c2nn(-c3ccc(OC)c(OC)c3)c(=O)c3ccccc23)c(OC)c1	3%	12%	9%	-7%	-1%	.	-0.1%	3.9%	1%
CCc1ccc(NC(=O)Cn2nnc(C(=O)NCc3ccco3)c2N)cc1	10%	8%	20%	-2%	0%	.	0.1%	1.4%	-10%
CC(C)CC(=O)Nc1ccc(-c2nnn(CC(=O)NCc3ccco3)n2)cc1	4%	17%	22%	-9%	9%	-4.6%	0.7%	1.6%	-10%
COc1ccc(/C=N/NC(=O)c2nnn(-c3nonc3N)c2CN(C)C2CCCCC2)cc1	-31%	10%	-7%	0%	-1%	.	0.7%	0.1%	83%
COc1ccccc1CNC(=O)CCCn1c(=O)c2ccccc2n(CC(=O)NC2CCCC2)c1=O	4%	-5%	1%	-11%	0%	-3.7%	0.6%	0.5%	.
CC(=O)Nc1ccc(NC(=O)C2CCCN2C(=O)NC2CCCCC2)cc1 (stereo not drawn)	5%	-4%	6%	-7%	-2%	.	1.1%	1.1%	2%
CC(=O)/C(=N\Nc1ccc(Cl)cc1Cl)Sc1nnc(-c2ccccc2)n1-c1ccccc1	4%	-17%	26%	0%	4%	-8.4%	-3.0%	2.2%	3%
C=CCn1c(SCC(=O)Nc2cccc3ccccc23)nnc1-c1cnccn1	-2%	3%	15%	-5%	0%	-3.6%	-0.9%	0.1%	0%
CC(C)(C)NC(=O)CSc1nncn1NCc1cccc2ccccc12	3%	-9%	23%	-12%	4%	-1.2%	1.0%	2.7%	-3%
